Compound activity as filed in PubChem BioAssay.
MsrA act: bovine methionine sulfoxide reductase A activation; activation, % at 10.6 µM; AID 602163; purified bovine MsrA, absorbance read-out; hit rate 0.3% among 360,000; in the data active = activation above about 7.5%;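 also: 0% = vehicle and 100% = reference activator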
CendR NRP1 mod: modulators of CendR peptide binding to human neuropilin-1. O14786. FAM-RPARPAR peptide binding to NRP-1, fluorescence polarization. inhibition, % at 25 µM. hit rate 0.85% among 360,000. AID 602438;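 active = inhibition or corrected inhibition above about 18%, plus a signal ratio from 0.5 to 1.5, limit read from the data, passing the limit was not always enough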; also: strong numbers were not always called active
TbMetRS inhib: blocks T. brucei methionyl-tRNA synthetase activity. inhibition, % at 11.9 µM. hit rate 0.4% among 360,000. purified T. brucei MetRS, ATP depletion, Kinase-Glo luminescence. AID 624268;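 active = inhibition above a per-plate cutoff of the control wells' mean inhibition plus 3 SD, cut at about 5.5% in these data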;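 also: 0% = DMSO wells median and 100% = median of wells with control inhibitor compound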
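Material – parasite MetRS enzyme · Medium – HEPES-MgCl2-KCl buffer plus DTT, spermine, BSA, pyrophosphatase · Reagent – ATP, methionine and E. coli bulk tRNA substrates · Times – 15 min enzyme-compound preincubation, 2 h reaction, 10 min detection, 25 °C · Measured by – luminescence of leftover ATP · Evaluation – percent inhibition relative to median high and low control wells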
MLLE-PAM2 inh: blocks PAM2 peptide binding to the PABP1 MLLE domain. inhibition, % at 20 µM. AID 588489. hit rate 0.36% among 360,000. P11940. GST-MLLE / FITC-PAM2 fluorescence polarization; in the data active = inhibition above about 35%, passing the limit was not always enough;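 also: plate controls were DMSO wells with GST-MLLE for no effect and wells lacking GST-MLLE protein for full effect; some results filed as inactive read as strong as hits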
MT1-MMP act inh: inhibitors of human MT1-MMP activation. HT1080 RFP-PRO-GFP cells, GFP/RFP ratio fluorescence, overnight; percent of plate control window, DMSO zero. GFP/RFP ratio change, % at 20 µM. hit rate 0.061% among 360,000. AID 651647;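 active = GFP/RFP ratio change of at least 30% with cell ATP level not reduced by more than half and red fluorescence within 50% of control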; also: strong numbers were not always called active
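Material: RFP-PRO-GFP reporter HT1080 cells. Dosing: single-point 20 µM compound, 1% DMSO. Controls: DMSO and RFP-L50D-GFP cell wells. Timing: cells overnight before dosing, compound overnight, 37 °C, 5% CO2. Measure: GFP/RFP fluorescence ratio.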
MsrA inhibitor: bovine MsrA inhibition. purified bovine MsrA, absorbance read-out. AID 651718. inhibition, % at 15.5 µM. hit rate 0.75% among 360,000; in the data active = inhibition above about 4.5%;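 also: 0% = vehicle wells with enzyme and 100% = reference inhibitor wells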
eLon inh: E. coli protease La inhibition; purified E. coli Lon protease, fluorescence polarization; inhibition, % at 7.94 µM; hit rate 0.42% among 360,000; AID 602123; in the data active = inhibition above about 13%, passing the limit was not always enough;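 also: 0% = enzyme with probe and DMSO and 100% = no enzyme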
Target sequence (P0A9M0 whole entry, looked up): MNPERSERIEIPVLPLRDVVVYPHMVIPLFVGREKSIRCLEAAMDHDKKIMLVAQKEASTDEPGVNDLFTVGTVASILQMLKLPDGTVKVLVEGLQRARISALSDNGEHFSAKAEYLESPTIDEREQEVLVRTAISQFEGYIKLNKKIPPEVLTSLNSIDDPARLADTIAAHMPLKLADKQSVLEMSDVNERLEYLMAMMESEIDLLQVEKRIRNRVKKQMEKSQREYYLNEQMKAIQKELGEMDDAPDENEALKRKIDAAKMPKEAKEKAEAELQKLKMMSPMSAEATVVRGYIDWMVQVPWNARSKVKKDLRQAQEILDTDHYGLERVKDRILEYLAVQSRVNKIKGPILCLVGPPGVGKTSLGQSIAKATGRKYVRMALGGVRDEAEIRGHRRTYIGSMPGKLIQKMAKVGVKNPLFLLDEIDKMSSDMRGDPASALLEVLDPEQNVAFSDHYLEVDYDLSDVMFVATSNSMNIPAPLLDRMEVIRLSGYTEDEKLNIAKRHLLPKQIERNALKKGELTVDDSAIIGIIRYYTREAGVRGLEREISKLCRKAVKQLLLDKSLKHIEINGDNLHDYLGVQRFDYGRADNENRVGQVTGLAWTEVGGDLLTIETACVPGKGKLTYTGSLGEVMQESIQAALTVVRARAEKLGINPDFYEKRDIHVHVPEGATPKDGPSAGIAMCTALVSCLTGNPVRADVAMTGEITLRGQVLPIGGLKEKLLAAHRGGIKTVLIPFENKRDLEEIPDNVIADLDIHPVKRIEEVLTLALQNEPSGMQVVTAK
SKN-1 block: inhibitors of C. elegans SKN-1 | C. elegans VP596 Pgst-4::GFP/RFP ratio, acrylamide-induced, 24 h | hit rate 0.49% among 360,000 | inhibition, % at 21.8 µM;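 active = interference check ratio from 0.5 to 1.5 plus GFP to RFP signal ratio inhibition reaching or exceeding a fixed threshold, cut at about 30% in these data, passing the limit was not always enough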; also: some compounds called inactive have numbers as strong as hits
FAS-TE inh: blocks the thioesterase domain of human fatty acid synthase; inhibition, % at 15 µM; AID 602261; hit rate 0.67% among 360,000; P49327; recombinant FAS-TE, OMFH fluorogenic substrate, fluorescence endpoint;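 active = compounds whose normalised, plate-corrected inhibition of enzyme fluorescence in the single-dose primary screen is 50% or more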;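 also: 0% = DMSO with enzyme and 100% = substrate without enzyme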
* hit, by the source's call; . = no result given.

SMILES	MsrA act	CendR NRP1 mod	TbMetRS inhib	MLLE-PAM2 inh	MT1-MMP act inh	MsrA inhibitor	eLon inh	SKN-1 block	FAS-TE inh
Cc1onc(-c2ccccc2)c1C(=O)OCC(=O)Nc1ccc(Cl)cc1	-9.7	10.8	0.4	10.1	13.3	0.1	8.2	4.5	22.3
COc1ccc(S(=O)(=O)N(C)C[C@@H]2Oc3cc(Br)ccc3S(=O)(=O)N([C@H](C)CO)C[C@@H]2C)cc1	-4.0	2.3	-1.1	19.6	-0.5	0.3	-1.5	-13.5	19.8
Cc1c(S(=O)(=O)c2ccccn2)c(N)n(Cc2cccc(Cl)c2)c1C	-3.1	-110.4	0.8	-54.1	5.0	-1.1	-59.2	9.7	5.2
CCN(CC(=O)Nc1ccccc1C(F)(F)F)C(=O)c1cc2c(s1)CCCCC2	-1.1	4.7	-0.6	-1.4	13.9	-0.8	0.4	-5.4	15.2
CC(C)c1ccc(Nc2nnc(SCC(=O)c3nnc(-c4ccccc4)o3)s2)cc1	1.8	-56.2	0.3	-40.8	-18.9	-0.5	-10.4	2.1	-0.2
Cc1cc(C(=O)Nc2nc(C)c(C(=O)N(C)C)s2)ccc1[N+](=O)[O-]	-3.8	-16.0	-0.7	-14.5	4.1	0.2	7.9	7.8	-9.7
O=C(CC1(O)C(=O)Nc2ccccc21)c1ccccc1 (stereo not given)	1.2	-5.0	0.2	-9.8	-2.3	-0.2	-1.4	10.0	-4.2
O=S(=O)(O)Sc1ccccc1	-8.0	8.2	0.2	35.4	-3.5	8.5*	5.7	-13.5	-9.6
CCOc1cc(/C=C/c2cccc[n+]2C)ccc1O	-6.1	4.2	-0.7	-100.5	0.7	2.6	-13.1	-8.7	-5.7
N#Cc1c(SCC(=O)Nc2nc3ccc(Br)cc3s2)sc2c(O)cc(=O)[nH]c12	-3.3	-113.6	0.2	-35.2	-6.9	0.2	-26.6	21.1	7.7
COc1ccc(S(=O)(=O)CCc2nnc(NC(=O)c3ccc(F)cc3)s2)cc1	-3.0	5.6	0.0	1.1	1.1	0.8	-8.3	14.6	-4.2
CC(NC(=O)c1ccccc1F)C12CC3CC(CC(C3)C1)C2 (stereo not given)	6.7	13.1	-0.1	-4.9	-1.0	1.1	-2.0	-6.7	8.0
COC(=O)[C@]1(C)N[C@H](CN(C)S(=O)(=O)c2ccccc2)[C@@H]2C(=O)N(Cc3ccccc3)C(=O)[C@@H]21	-7.8	-5.3	-1.9	-0.3	0.9	-1.2	-4.2	4.6	-4.2
COc1cc(OC)cc(-c2nc3nc(C)c(CCC(=O)NCc4ccco4)c(C)n3n2)c1	-1.6	-11.2	0.1	3.1	10.6	0.1	-0.5	-2.1	-2.9
Cc1noc(C)c1C(=O)NC(C)C12CC3CC(CC(C3)C1)C2 (stereo not given)	-3.1	-2.7	-0.8	-4.5	0.2	1.5	10.6	2.0	-4.5
Cc1cccc2c1N1C(=O)c3c(C(=O)O)cccc3C1CC2C (stereo not given)	-6.8	1.0	-0.5	2.0	6.4	1.7	3.1	2.3	-8.3
CCCCC(=O)Nc1sc(C(=O)N(CC)CC)c(C)c1C(=O)OC	-1.8	0.8	0.2	34.3	4.0	-0.8	-3.5	0.8	-5.1
C/C(=N\NC(=O)c1ccc(O)cc1)c1cc2ccccc2o1	-4.4	-3.5	-0.6	-11.5	3.1	4.6*	-10.2	-3.1	-4.3
Cc1ccc(C2(c3ccccc3)NC(=O)N(CC(=O)NCc3ccco3)C2=O)cc1C (stereo not given)	-13.8	21.6	-0.4	-6.1	0.4	0.1	-8.4	3.7	8.1
N#CCCCSc1nnc(-c2ccccn2)o1	1.8	5.4	-0.5	25.6	8.0	-0.6	2.7	1.4	-2.9
O=C(c1cc(-c2cccc(Cl)c2)on1)N1CCCC1	-1.8	2.0	-0.1	11.4	-0.7	-0.4	-4.0	1.3	1.8
CC1=CCC(C(=O)O)(C(=O)N/N=C/c2cccs2)C(c2ccc(F)cc2)C1 (stereo not given)	-10.3	-1.5	-1.1	8.4	3.1	2.0	-2.5	8.7	-2.2
CN(C)CCCN1C(=O)c2cccc3cccc(c23)C1=O	-2.4	4.0	0.6	6.2	-1.4	0.6	6.0	14.3	-6.9
Cc1cc(C)cc(NC(=O)c2nnn(Cc3cc(C)ccc3C)c2N)c1	-1.3	-1.2	-0.6	-11.3	-6.2	.	-1.1	7.6	24.7
COc1ccc(C2CC(c3cccs3)=NN2S(C)(=O)=O)cc1 (stereo not given)	-1.4	3.6	0.3	-5.7	1.1	-0.7	-7.7	2.4	0.8
CCOC(=O)/C=C1\SCC(=O)N1CC(=O)NC(C)c1ccccc1 (stereo not given)	0.0	-50.9	-1.0	-23.8	-6.8	-0.8	-14.3	18.6	-16.9
Cn1nc(C(C)(C)C)cc1NC(=O)Nc1ccc(Cl)cc1	-4.5	-5.3	-0.6	3.8	4.1	1.4	5.4	-4.0	-0.1
Cc1ccc(S(=O)(=O)N2CCN(C(=O)C3CC3C)CC2)c(C)c1 (stereo not given)	-0.1	-2.2	-0.2	-5.8	8.5	0.8	3.9	10.1	-2.8
COc1ccc(/C=C/C(=O)c2c(C)nc3ccccn23)cc1	2.5	-15.8	-0.5	6.2	-3.2	0.2	3.9	-0.1	8.4
NS(=O)(=O)c1ccc(CNC(=O)C2CCCN2C(=O)c2cccs2)cc1 (stereo not given)	-2.2	2.4	-0.3	-9.1	-1.4	1.1	-1.1	7.3	-4.0
O=C(NCc1ccc2c(c1)OCO2)c1sccc1Br	-4.1	1.4	-0.9	14.9	0.0	-1.5	4.8	-6.1	0.8
COc1ccc(CCC(=O)NCCNC(=O)CCc2ccc(OC)cc2)cc1	-1.5	-5.8	-0.7	-0.7	2.7	0.3	6.3	-4.8	-2.2
COc1ccccc1NS(=O)(=O)c1ccc2oc(SC3CCOC3=O)nc2c1 (stereo not given)	0.2	-0.4	0.0	23.3	1.5	.	-5.9	-1.9	2.1
CC12CCC(C/C1=N\OC(=O)c1ccc(F)cc1)C2(C)C (stereo not given)	0.0	10.1	-0.8	6.5	-1.4	0.9	1.7	-11.5	8.0
COC(=O)c1scc(C)c1NC(=O)/C=C/C(=O)O	-1.8	13.5	-0.3	11.3	-3.6	0.2	1.1	1.6	-6.5
CC1(C)Cc2c(ccc3ccccc23)C(c2cc3ccccc3oc2=O)=N1	1.9	2.6	-0.5	8.2	5.6	0.8	5.3	-0.7	1.0
Cc1ccc(C)c2nc(Cl)c(C3NC(=O)c4ccccc4N3)cc12 (stereo not given)	-0.7	-11.4	0.0	-2.5	2.1	0.9	1.3	-1.2	0.8
Cc1cc(C)nc(Nc2n[nH]c(-c3ccccc3Cl)n2)n1	-1.8	-5.8	-0.2	2.8	-0.6	-0.7	-1.9	1.3	-2.6
CCOC(=O)C1(Cc2cccc(OC)c2)CCN(Cc2ccc3c(c2)OCCO3)CC1	-1.0	-6.5	0.6	0.9	-6.2	-0.3	-7.5	-6.5	2.3
COc1ccc(N2CCN(c3nc(Cl)nc(N4CCOCC4)n3)CC2)cc1	-5.0	11.8	-0.7	3.9	-2.9	0.3	6.8	-8.8	7.7
Fc1ccc(NC(=S)NC2CC3CCC(C2)N3Cc2ccco2)cc1 (stereo not given)	-4.2	2.3	-0.8	26.7	3.8	-0.1	-0.7	4.6	-4.1
CN(C)/C=N/c1nccc(-c2cccs2)n1	-2.8	9.6	-0.2	-12.0	3.4	1.2	3.5	-10.2	-2.6
Cc1cccc(S(=O)(=O)NNC(=O)c2cc(-c3ccc(F)cc3)nc3ccccc23)c1	-2.4	4.5	0.3	-6.0	1.2	1.8	1.5	-5.7	5.7
Cn1nc(C(C)(C)C)cc1N1C(=O)CCC1(C)C(=O)Nc1ccc2ccccc2c1 (stereo not given)	-2.1	23.9*	-0.5	3.3	12.3	0.0	-11.2	4.1	-3.0
CC(C)(C)c1csc(NC(=O)c2ccc3nccnc3c2)n1	5.6	-16.0	-0.6	-4.2	-10.7	1.0	-6.1	10.6	-5.3
O=C(Nc1cccc(S(=O)(=O)N2CCCCC2)c1)c1ccc(N2CCCC2=O)cc1	-2.7	-7.1	-0.1	7.0	3.6	0.8	1.2	13.1	-3.4
CNC(=S)Nc1cccc(-c2cnc3ccccc3n2)c1	-2.2	9.8	0.1	-11.0	-3.6	1.7	-1.8	17.6	-1.2
CCOC1=C2[C@@H](CN(S(=O)(=O)c3ccc(C)cc3)[C@H]2c2ccccc2Cl)[C@H]2C(=O)N(C(C)(C)C)C(=O)[C@H]2C1	-6.4	6.3	-1.2	-3.1	-6.8	-0.2	-0.1	2.0	47.1
COc1cccc(NC(=O)CSc2nnc(C)s2)c1	-2.7	-4.0	-0.8	-19.9	2.1	1.3	1.5	-7.3	-4.7
O=C(CCN1C(=O)C2C3CCC(C3)C2C1=O)Nc1ccccc1C(F)(F)F (stereo not given)	-3.0	9.6	0.0	13.0	3.2	-1.3	0.3	-2.1	-10.1
Cc1noc(C)c1S(=O)(=O)N(CC(=O)N1CCc2ccccc21)c1ccc(C(C)C)cc1	-2.6	-2.9	-0.1	-0.4	-4.0	-1.3	-1.9	9.2	26.2
CC(=O)Nc1ccc(NC(=O)c2oc3cc(C)c(C)cc3c2C)cc1	-8.6	5.3	-0.6	-5.7	-0.7	0.5	1.9	-19.4	-1.8
O=C(NC1CC1)c1sc2ccccc2c1Cl	-0.3	0.9	-0.9	-1.8	-0.4	0.1	2.2	0.6	-3.2
COCCN1C[C@@H](CO)O[C@@H](n2cnc3c(N4CCCC4)ncnc32)C1	-5.5	-4.0	0.0	-10.2	2.5	0.1	-12.8	16.0	-11.1
O=C(COc1ccc([N+](=O)[O-])cc1)NNC(=O)Nc1ccccc1F	-7.2	5.7	-0.1	-7.2	0.5	0.5	1.1	-5.8	8.1
Cc1ccc2c(c1)c1c(n2CC(O)CNC(C)(C)C)CCCC1 (stereo not given)	1.2	8.7	-0.5	15.7	-6.3	-0.3	15.9*	-8.3	-7.6
Cc1ccc2nc(SCC(=O)Nc3cccc(F)c3)nc(=O)n2c1	-3.5	2.6	-0.5	-2.5	11.3	5.1*	-7.1	9.4	-4.5
O=C(N/N=C/c1c(F)cccc1Cl)C(=O)N1CCCCCC1	-4.8	-4.4	-0.6	10.8	2.5	-0.2	-2.6	-3.6	-2.3
O=C(Cn1cc(C(=O)c2ccco2)c2ccccc21)NC1CCCC1	-4.4	8.2	-0.4	13.7	1.2	3.2	-11.1	6.5	-2.2
Cc1cccc(S(=O)(=O)NC2CCCCCCC2)c1	-0.6	15.0	-0.8	-0.2	-1.7	-1.1	-5.6	-0.2	11.0
COc1ccc(NC(C)=O)cc1S(=O)(=O)Nc1ccccc1C(=O)NCCc1ccccc1	-1.8	-6.2	0.0	8.2	-0.9	0.4	-7.5	-5.8	-2.2
S=c1[nH]ccn1Cc1ccccc1	-0.3	4.3	0.5	-36.0	1.6	0.3	-3.5	0.1	-3.4
CN1CCN(C(=S)C(=O)Nc2ccccc2)CC1	-2.5	-15.1	-0.2	10.6	3.8	-0.2	0.9	-1.1	-7.2
